Tcruzi prolif – T. cruzi proliferation inhibition | T. cruzi beta-gal in NIH3T3, GalScreen luminescence, 90 h | inhibition, % at 8.34 µM | actives 5.9% (n = 77,000);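 active = mean inhibition above about 93%, with at least 55% of replicates each passing it, limit read from the data, passing the limit was not always enough; inconclusive = only one of those two conditions holds; inactive = neither condition holds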
Pf Dd2 growth – blocks growth of Plasmodium falciparum Dd2 parasites; P. falciparum Dd2 growth, SYBR Green, 72 h; active compounds read low; activity change, % at 10 µM; actives 2.3% (n = 94,000); in the data active = activity change below about -80%; inconclusive = no clear call, values can overlap the other calls
KDM4C inh – blocks human GASC-1 (KDM4C) demethylase activity. GST-KDM4C 2-372, H3K9me3 peptide, LANCE TR-FRET. inhibition, % at 12.5 µM. actives 0.15% (n = 96,000). AID 720574;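 active = mean replicate inhibition above about 25%, with at least 55% of replicates also reaching it, limit read from the data, passing the limit was not always enough; inconclusive = only one of those two conditions met; inactive = neither condition met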
Target sequence (Q9H3R0 2-372 limits assumed): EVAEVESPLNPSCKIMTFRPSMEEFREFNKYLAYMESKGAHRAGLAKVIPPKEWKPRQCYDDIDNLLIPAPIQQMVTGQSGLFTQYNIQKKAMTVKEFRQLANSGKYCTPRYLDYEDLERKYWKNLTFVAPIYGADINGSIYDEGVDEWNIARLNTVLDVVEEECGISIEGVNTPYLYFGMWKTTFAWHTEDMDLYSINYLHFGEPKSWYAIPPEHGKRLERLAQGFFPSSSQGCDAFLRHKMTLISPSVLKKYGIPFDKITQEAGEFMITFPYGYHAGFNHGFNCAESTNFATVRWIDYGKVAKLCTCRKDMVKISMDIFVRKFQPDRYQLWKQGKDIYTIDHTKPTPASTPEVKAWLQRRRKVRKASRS
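System – N-terminal GST-fused human GASC-1 (KDM4C) fragment, residues 2-372 · Input – enzyme final amount 10 nM · Technique – LANCE TR-FRET, Eu antibody, ULight-streptavidin, EDTA, ex 340 nm, em 618/671 nm · Medium – HEPES buffer, pH 7.5, plus ascorbate · Incubation – enzyme reaction 30 min, then detection 60 min, both room temperature · Reagent – H3K9me3 peptide with Fe(II)/2OG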
C diff HTS – blocks growth of Clostridium difficile. Clostridium difficile clinical isolate growth, OD600, 24 h; active compounds read low. growth activity, negative = inhibition, % at 16 µg/mL (by protocol). actives 0.25% (n = 86,000). AID 1259249;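 active = mean growth activity at or below -80% and every replicate also at or below -80%; inconclusive = mean at or below -80% but some replicate above -80%; inactive = mean growth activity above -80%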;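 note: 0% = DMSO wells and -100% = levofloxacin 16 µg/mL wells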
The depositor's hits bear a star; u = inconclusive; x = no result given; & = joins results of further samples.

Values run as follows: Tcruzi prolif, Pf Dd2 growth, KDM4C inh, C diff HTS
(1) O=C(CC1CC1)N1CC(=O)N2[C@H](C1)[C@@H](c1ccc(C#Cc3ccccc3)cc1)[C@@H]2CO
→ x, -41, 0.5, -8
(2) O=C(C[C@H]1CC[C@@H](NC(=O)c2ccncc2)[C@H](CO)O1)NCCc1ccncc1
→ x, 6, 2.3, -3
(3) COc1ccc(S(=O)(=O)Nc2ccc3c(c2)C(=O)N([C@@H](C)CO)C[C@@H](C)[C@@H](CN(C)Cc2ccc4c(c2)OCO4)O3)cc1
→ x, -4, -0.7, 8
(4) COc1ccc(S(=O)(=O)Nc2ccc3c(c2)C(=O)N([C@H](C)CO)C[C@@H](C)[C@H](CN(C)C(=O)Nc2c(C)noc2C)OCCCC[C@@H](C)O3)cc1
→ -8, 24, 0.3, -7
(5) C[C@@H]1CN([C@H](C)CO)C(=O)c2cc(C3=CCCC3)cnc2O[C@@H]1CN(C)Cc1ccc(F)cc1
→ 12, 3, -4.0, 16
(6) O=C(C[C@@H]1C=C[C@H](NC(=O)Nc2cc(F)ccc2F)[C@@H](CO)O1)NCc1ccncn1
→ 28, 19, 0.9, 4
(7) O=C(C1CCC1)N1C[C@@H]2N[C@H](C1)C2c1ccc(-c2cccc(F)c2)cc1 (stereo partly specified)
→ x, -65&-2, -3.8&0.2, 35&3
(8) COc1ccc2c3c(n(C)c2c1)[C@H](CO)N(CC1CC1)CC31CCN(C(=O)c2cccc(F)c2)CC1
→ x, -13, 0.6, 19
(9) C[C@H]1CN([C@@H](C)CO)C(=O)Cc2cc(NC(=O)Nc3cccc4ccccc34)ccc2O[C@H]1CN(C)Cc1ccncc1
→ 44, 5, -1.7, -2
(10) Cc1noc(C)c1NC(=O)Nc1ccc2c(c1)CC(=O)N([C@H](C)CO)C[C@@H](C)[C@@H](CN(C)S(=O)(=O)c1c(C)noc1C)O2
→ -1, -1, 0.4, -5
(11) CCCC(=O)N1CCC2(CC1)CN(C(C)=O)[C@H](CO)c1c2c2ccc(OC)cc2n1C
→ x, 0, 0.5, -5
(12) CCCNC(=O)Nc1ccc2c(c1)C(=O)N(C)[C@@H]1CC[C@@H](CC(=O)NCc3ccccc3)O[C@H]1CO2
→ -9, -13, -1.2, -5
(13) COc1ccc(S(=O)(=O)N[C@H]2C=C[C@H](CC(=O)N3CCN(c4ccccc4)CC3)O[C@@H]2CO)cc1
→ 8, 5, -0.4, -4
(14) C[C@H](CO)N1C[C@H](C)[C@@H](CN(C)S(=O)(=O)c2cn(C)cn2)OCCCC[C@H](C)Oc2ccc(NS(=O)(=O)c3ccccc3)cc2C1=O
→ 7, 41, 6.7, 3
(15) Cc1ccc(S(=O)(=O)Nc2cccc3c2O[C@H](CN(C)CC2CC2)[C@@H](C)CN([C@H](C)CO)C3=O)cc1
→ 1, -14, -0.3, 2
(16) CCCN1C[C@@H](C)[C@H](OC)CN(C)C(=O)c2ccc(NC(=O)C3CCOCC3)cc2OC[C@@H]1C
→ -46, 9, -0.5, -1
(17) COc1ccc(S(=O)(=O)N(C)C[C@H]2Oc3cc(C#CC4CCCC4)ccc3S(=O)(=O)N([C@@H](C)CO)C[C@@H]2C)cc1
→ 40, u, -2.9, 6
(18) C[C@H](CO)N1C[C@H](C)[C@H](CN(C)S(C)(=O)=O)Oc2ccc(NC(=O)c3ccncc3)cc2C1=O
→ -1, 16, 0.5, -3
(19) C[C@H]1CN([C@@H](C)CO)S(=O)(=O)c2ccc(-c3ccccc3F)cc2O[C@H]1CN(C)S(C)(=O)=O
→ 35, 14, 0.5, -3
(20) O=C(CCN1CCCCC1)N[C@@H]1CC[C@@H](CCn2cc(-c3cccc(F)c3)nn2)O[C@@H]1CO
→ x, -5, -0.8, 1
(21) CC(C)CC#Cc1ccc([C@@H]2[C@@H](CO)N3CCCCN(C(=O)NC4CCCC4)C[C@@H]23)cc1
→ 102*, -11, -0.7, 18
(22) CO[C@@H]1CN(C)C(=O)c2cc(NC(=O)c3cc(C)on3)ccc2OC[C@@H](C)N(CC2CC2)C[C@@H]1C
→ -23, 7, 0.9, x
(23) C[C@@H]1CCCCO[C@H](CN(C)CC2CCCCC2)[C@@H](C)CN([C@H](C)CO)C(=O)c2cc(NC(=O)Nc3ccc(C(F)(F)F)cc3)ccc2O1
→ 96, -37, -1.7, -59
(24) C[C@H](CO)N1C[C@H](C)[C@@H](CN(C)Cc2ccc(Cl)c(Cl)c2)Oc2ccc(NC(=O)CCC(F)(F)F)cc2CC1=O
→ 90, -18, 0.9, 0
(25) C[C@H]1CN([C@@H](C)CO)C(=O)c2cc(-c3cccc(F)c3)cnc2O[C@@H]1CN(C)C(=O)C1CC1
→ -2, 27, 1.9, x
(26) CCCNC(=O)N[C@H]1CC[C@@H](CC(=O)N2CCN(C)CC2)O[C@@H]1CO
→ 9, 3, 0.4, x
(27) C[C@H]1CN([C@@H](C)CO)C(=O)CCCn2nncc2CO[C@H]1CN(C)C(=O)Nc1ccc2c(c1)OCCO2
→ 2, -5, 7.9, 4
(28) COc1ccc(S(=O)(=O)Nc2ccc3c(c2)CC(=O)N([C@H](C)CO)C[C@H](C)[C@@H](CN(C)C(=O)Nc2ccccc2)O3)cc1
→ 5, 8, -1.1, -1
(29) C[C@@H]1CN([C@H](C)CO)C(=O)Cc2cc(NS(=O)(=O)c3cccs3)ccc2O[C@H]1CN(C)S(=O)(=O)c1cn(C)cn1
→ 2, -2, 0.2, -2
(30) C[C@H](CO)N1C[C@H](C)[C@@H](CN(C)C)Oc2cc(-c3cccnc3)ccc2S1(=O)=O
→ 30, 10, -1.9, -3

Overlap with the part before: two entries, followed by the next part.
Values run as follows: Tcruzi prolif, Pf Dd2 growth, KDM4C inh, C diff HTS
(29) C[C@@H]1CN([C@H](C)CO)C(=O)Cc2cc(NS(=O)(=O)c3cccs3)ccc2O[C@H]1CN(C)S(=O)(=O)c1cn(C)cn1
→ 2, -2, 0.2, -2
(30) C[C@H](CO)N1C[C@H](C)[C@@H](CN(C)C)Oc2cc(-c3cccnc3)ccc2S1(=O)=O
→ 30, 10, -1.9, -3
(31) C[C@H]1CN([C@@H](C)CO)C(=O)c2cc(C#Cc3ccccc3)cnc2O[C@H]1CN(C)CC1CCOCC1
→ -18, -9, -0.8, 1
(32) COc1ccc(CNC(=O)C[C@@H]2C=C[C@H](NC(=O)c3cccc(F)c3)[C@H](CO)O2)cc1
→ -8, 4, 3.1, 3
(33) CCCNC(=O)N1[C@@H]2CNC[C@H]1C2c1ccc(-c2ccccc2F)cc1 (stereo partly specified)
→ x, 20, 0.6, -3
(34) O=C(N[C@H]1CC[C@@H](CCn2cc(C3(O)CCCC3)nn2)O[C@H]1CO)C1CC1
→ x, 13, 3.3, -4
(35) COC(=O)C[C@H]1CC[C@H]2[C@@H](COC[C@H](O)CN2S(=O)(=O)c2ccccc2OC)O1
→ 34, x, -3.1, -9&-9
(36) COc1ccccc1C(=O)N1C[C@H]2[C@@H](c3ccccc31)[C@@H](CO)N2C(=O)Cc1ccccc1
→ -5, -74, -1.4, 5
(37) CC(=O)N1[C@H](CO)[C@@H]2c3ccccc3N(S(=O)(=O)c3ccccc3C)C[C@@H]21
→ 10, 3, -1.8, 0
(38) C/C=C/c1ccc([C@@H]2[C@@H](CO)N(C(C)=O)[C@@H]2CN(C)S(C)(=O)=O)cc1
→ -16, -3, 0.5, -5
(39) N#C[C@@H]1[C@H](c2ccc(C#Cc3ccccc3F)cc2)[C@H](CO)N1C(=O)C1CCC1
→ 94, -72, -0.4, -1
(40) COc1ccc(S(=O)(=O)Nc2ccc3c(c2)C(=O)N([C@@H](C)CO)C[C@@H](C)[C@H](CN(C)C(=O)Nc2ccc4c(c2)OCO4)O3)cc1
→ 11, 16, -1.6, 8
(41) COc1ccc(CNC(=O)C[C@@H]2CC[C@@H](NS(=O)(=O)c3cccc(OC)c3)[C@H](CO)O2)cc1
→ x, x, 0.8, 0
(42) CN(C)C(=O)c1ccc(-c2ccc([C@@H]3[C@H](CO)N4CCCCN(C(=O)C5CC5)C[C@@H]34)cc2)cc1
→ 67, -12, 0.1, 3
(43) CC=Cc1ccc2n(c1=O)C[C@@H]1[C@@H](CO)[C@H](C(=O)N[C@@H](C)c3ccccc3)[C@H]2N1Cc1cccnc1 (mixture of isomers)
→ 24, -9, -0.2, 0
(44) C[C@@H]1CCCCO[C@@H](CN(C)C(=O)C2CCCCC2)[C@H](C)CN([C@H](C)CO)C(=O)c2cc(NC(=O)C3CCCCC3)ccc2O1
→ 27, -12, -1.6, 0
(45) CC(=O)N1[C@H](C(=O)Nc2ccccc2)[C@@H](CO)[C@@H]2Cn3c(ccc(C4=CCCCC4)c3=O)[C@@H]21
→ 37, -6, 2.0, -1
(46) COc1ccc(-c2ccc3c(c2)[C@@H]2[C@@H](CCN2C(=O)C2CCCCC2)[C@@H](CO)N3C)cc1
→ 99*, -62, -0.1, -12
(47) C[C@H](O)C#Cc1ccc([C@H]2[C@@H](CO)N3CCCCN(C(=O)c4ccc(F)cc4)C[C@H]23)cc1
→ 52, -13, -0.5, -9
(48) CN(C)C(=O)c1cccc(-c2ccc([C@H]3[C@@H](C#N)N(C(=O)C4CCCCC4)[C@H]3CO)cc2)c1
→ 38, -13, -0.5, 8
(49) C[C@@H]1CN([C@H](C)CO)C(=O)Cc2cc(NC(=O)C3CC3)ccc2O[C@@H]1CN(C)S(=O)(=O)c1ccc(F)cc1
→ 10, -8, 0.8, 3
(50) COc1ccc2c3c(n(C)c2c1)[C@H](CO)N(Cc1ccncc1)CC31CN(C(=O)C2CCCCC2)C1
→ x, -45, 10, 6
(51) O=C(C[C@@H]1C[C@@H]2c3cc(NC(=O)NC4CCCC4)ccc3O[C@@H]2[C@H](CO)O1)NC1CCCCC1
→ 40, 18, 1.4, -8
(52) COc1ccc(S(=O)(=O)Nc2ccc3c(c2)C(=O)N([C@@H](C)CO)C[C@H](C)[C@@H](CN(C)C(=O)Nc2ccc(F)cc2)OCCCC[C@@H](C)O3)cc1
→ 36, -54, -1.2, -7
(53) C[C@H](CO)N1C[C@H](C)[C@H](CN(C)C(=O)Nc2ccc3c(c2)OCO3)OCCCC[C@H](C)Oc2ccc(NC(=O)Cc3ccccc3)cc2C1=O
→ 77, -20, 0.4, 4
(54) CC(=O)N[C@@H]1CC[C@@H](CCNC(=O)C2CC2)O[C@@H]1CO
→ 39, 10, -0.1, x
(55) C[C@@H]1CN([C@H](C)CO)C(=O)Cc2cc(NC(=O)Nc3ccc4c(c3)OCO4)ccc2O[C@@H]1CN(C)C(=O)Nc1ccc2c(c1)OCO2
→ 16, 4, 0.5, -2
(56) C[C@H](CO)N1C[C@H](C)[C@H](CN(C)Cc2ccc3c(c2)OCO3)Oc2ccc(NC(=O)Nc3ccc(F)cc3)cc2CC1=O
→ x, 0, -0.4, -15
(57) C[C@@H]1CN([C@@H](C)CO)S(=O)(=O)c2ccc(-c3cccc(C(=O)N(C)C)c3)cc2O[C@@H]1CN(C)Cc1ccc2c(c1)OCO2
→ x, -55, 0.8, 2
(58) CCCC#Cc1ccc([C@H]2[C@H](CO)N3C(=O)CN(C(=O)Nc4cccc(F)c4)C[C@@H]23)cc1
→ x, 4, -1.4, 3
(59) C[C@H](CO)N1C[C@H](C)[C@@H](CN(C)C(=O)Nc2ccccc2)Oc2ccc(NC(=O)Nc3ccc(F)cc3)cc2C1=O
→ -19, -6, 0.7, 2
(60) O=C(c1ccncc1)N1CC[C@@H]2[C@H](CO)Nc3ccc(-c4ccccc4)cc3[C@@H]21
→ 95, -67, -1.1, -15

Whole records, quoted from the list. Values in the order: Tcruzi prolif, Pf Dd2 growth, KDM4C inh, C diff HTS
CC(C)CC#Cc1ccc([C@@H]2[C@@H](CO)N3CCCCN(C(=O)NC4CCCC4)C[C@@H]23)cc1 across the screens: 102*, -11, -0.7, 18
COc1ccc2c3c(n(C)c2c1)[C@H](CO)N(CC1CC1)CC31CCN(C(=O)c2cccc(F)c2)CC1 across the screens: x, -13, 0.6, 19

Later entries:
Values run as follows: Tcruzi prolif, Pf Dd2 growth, KDM4C inh, C diff HTS
(61) CO[C@@H]1CN(C)C(=O)c2cc(NC(=O)C3CCCC3)ccc2OC[C@@H](C)N(Cc2nccs2)C[C@H]1C
→ 41, x, 2.3, x
(62) Cc1noc(C)c1NC(=O)Nc1ccc2c(c1)C(=O)N([C@H](C)CO)C[C@H](C)[C@H](CN(C)Cc1ccccc1)OCCCC[C@H](C)O2
→ 64, 16, -0.2, x
(63) C[C@H](CO)N1C[C@H](C)[C@@H](CN(C)CC2CC2)Oc2c(NC(=O)NC3CCCCC3)cccc2C1=O
→ 9, -14, -0.7, 1
(64) CC(C)NC(=O)N(C)C[C@@H]1OCCCC[C@@H](C)Oc2ccc(NS(C)(=O)=O)cc2C(=O)N([C@H](C)CO)C[C@@H]1C
→ -17, 33, -0.2, x

Source: PubChem BioAssay

Random draw from the library. Share with any hit: about 6.7%.
